High-throughput results deposited in PubChem BioAssay by several laboratories.
MsrA inh: inhibitors of bovine MsrA. purified bovine MsrA, absorbance read-out. inhibition, % at 15.5 µM. hit rate 0.75% among 360,000; in the data active = inhibition above about 4.5%;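 also: 0% = vehicle wells with enzyme and 100% = reference inhibitor wells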
FAS TE block: blocks the thioesterase domain of human fatty acid synthase. recombinant FAS-TE, OMFH fluorogenic substrate, fluorescence endpoint. hit rate 0.67% among 360,000. AID 602261. inhibition, % at 15 µM;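 active = compounds whose normalised, plate-corrected inhibition of enzyme fluorescence in the single-dose primary screen is 50% or more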;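 also: 0% = DMSO with enzyme and 100% = substrate without enzyme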
bovine MsrA act: activates bovine MsrA enzyme | purified bovine MsrA, absorbance read-out | activation, % at 10.6 µM | hit rate 0.3% among 360,000 | AID 602163; in the data active = activation above about 7.5%;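 also: 0% = vehicle and 100% = reference activator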
Tb MetRS inh: Trypanosoma brucei MetRS inhibition. purified T. brucei MetRS, ATP depletion, Kinase-Glo luminescence. inhibition, % at 11.9 µM. hit rate 0.4% among 360,000;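 active = inhibition above a per-plate cutoff of the control wells' mean inhibition plus 3 SD, cut at about 5.5% in these data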;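 also: 0% = DMSO wells median and 100% = median of wells with control inhibitor compound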
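System: purified T. brucei MetRS enzyme / Detection: Kinase-Glo luciferase luminescence reporting remaining unconsumed ATP / Medium: HEPES buffer with MgCl2, KCl, DTT, spermine, BSA, pyrophosphatase / Replication: singlicate, one well per compound / Evaluation: percent inhibition relative to median high and low control wells / Schedule: 2 h aminoacylation at 25 °C after 15 min preincubation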
eLon inh: inhibitors of E. coli Lon protease; P0A9M0; purified E. coli Lon protease, fluorescence polarization; inhibition, % at 7.94 µM; hit rate 0.42% among 360,000; in the data active = inhibition above about 13%, passing the limit was not always enough;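 also: 0% = enzyme with probe and DMSO and 100% = no enzyme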
MLLE-PAM2 inh: blocks PAM2 peptide binding to the PABP1 MLLE domain; P11940; GST-MLLE / FITC-PAM2 fluorescence polarization; inhibition, % at 20 µM; hit rate 0.36% among 360,000; AID 588489; in the data active = inhibition above about 35%, passing the limit was not always enough;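 also: plate controls were DMSO wells with GST-MLLE for no effect and wells lacking GST-MLLE protein for full effect; some results filed as inactive read as strong as hits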
SKN-1 inh: inhibitors of C. elegans SKN-1 | inhibition, % at 21.8 µM | hit rate 0.49% among 360,000 | C. elegans VP596 Pgst-4::GFP/RFP ratio, acrylamide-induced, 24 h | AID 624304;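 active = interference check ratio from 0.5 to 1.5 plus GFP to RFP signal ratio inhibition reaching or exceeding a fixed threshold, cut at about 30% in these data, passing the limit was not always enough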; also: some compounds called inactive have numbers as strong as hits
CendR NRP1 mod: NRP-1/CendR interaction modulation; O14786; FAM-RPARPAR peptide binding to NRP-1, fluorescence polarization; inhibition, % at 25 µM; hit rate 0.85% among 360,000; AID 602438;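 active = inhibition or corrected inhibition above about 18%, plus a signal ratio from 0.5 to 1.5, limit read from the data, passing the limit was not always enough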; also: strong numbers were not always called active
Target sequence (O14786 whole entry, looked up): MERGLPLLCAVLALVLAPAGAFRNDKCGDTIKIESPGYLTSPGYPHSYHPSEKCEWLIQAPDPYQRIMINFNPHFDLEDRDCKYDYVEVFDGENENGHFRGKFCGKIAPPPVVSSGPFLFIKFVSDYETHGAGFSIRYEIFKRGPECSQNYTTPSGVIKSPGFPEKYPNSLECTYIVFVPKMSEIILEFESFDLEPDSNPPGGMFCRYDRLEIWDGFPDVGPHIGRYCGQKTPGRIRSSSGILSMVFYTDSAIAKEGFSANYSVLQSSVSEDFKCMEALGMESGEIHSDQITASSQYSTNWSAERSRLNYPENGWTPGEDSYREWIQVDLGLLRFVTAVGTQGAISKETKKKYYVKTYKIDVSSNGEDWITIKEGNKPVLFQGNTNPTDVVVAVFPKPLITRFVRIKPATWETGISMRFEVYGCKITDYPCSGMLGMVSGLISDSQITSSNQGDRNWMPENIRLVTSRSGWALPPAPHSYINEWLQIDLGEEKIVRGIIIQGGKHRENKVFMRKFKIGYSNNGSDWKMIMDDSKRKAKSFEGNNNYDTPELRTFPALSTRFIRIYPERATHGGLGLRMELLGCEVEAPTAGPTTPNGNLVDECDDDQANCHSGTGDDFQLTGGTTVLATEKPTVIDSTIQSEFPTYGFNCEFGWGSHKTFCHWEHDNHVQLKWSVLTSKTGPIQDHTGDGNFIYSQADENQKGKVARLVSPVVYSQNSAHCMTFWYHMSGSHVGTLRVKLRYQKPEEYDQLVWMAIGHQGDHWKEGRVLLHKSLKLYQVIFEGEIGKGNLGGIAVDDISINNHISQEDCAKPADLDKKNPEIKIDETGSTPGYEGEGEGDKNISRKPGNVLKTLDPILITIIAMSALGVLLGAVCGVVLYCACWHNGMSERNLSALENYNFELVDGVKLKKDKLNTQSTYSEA
MT1-MMP act inh: inhibitors of human MT1-MMP activation; P50281; HT1080 RFP-PRO-GFP cells, GFP/RFP ratio fluorescence, overnight; percent of plate control window, DMSO zero; GFP/RFP ratio change, % at 20 µM; hit rate 0.061% among 360,000; AID 651647;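 active = GFP/RFP ratio change of at least 30% with cell ATP level not reduced by more than half and red fluorescence within 50% of control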; also: strong numbers were not always called active
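Read-out: GFP/RFP fluorescence ratio; Test system: RFP-PRO-GFP reporter HT1080 cells; Compound dosing: single-point 20 µM compound, 1% DMSO; Times: overnight compound exposure at 37 °C.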
The depositor's hits bear a star. Outcome played no part in choosing rows, and some 4% of all compounds hit somewhere here.

Structure	MsrA inh	FAS TE block	bovine MsrA act	Tb MetRS inh	eLon inh	MLLE-PAM2 inh	SKN-1 inh	CendR NRP1 mod	MT1-MMP act inh
Cc1ccc(NC(=O)CCCN2C(=O)/C(=C/C=C/c3ccccc3)SC2=S)cc1	-0.2	13	-1	-0.6	3	-3	1	-13	10
O=C(O)c1ccc(COc2ccccc2/C=C2\NC(=O)N(Cc3ccccc3)C2=O)cc1	1.6	-2	-11	-1.3	2	3	15	-12	0
Cc1nnc(-c2cnn(-c3ccccc3)c2N)n1Cc1ccncc1	1.0	-7	-3	0.3	0	2	1	-4	5
COC(=O)c1nnn(-c2nonc2N)c1CSc1ccccn1	-0.6	-6	-3	0.1	7	-2	18	10	-2
CN(C(=O)c1ccc(NC(=O)Cc2cccc(NC(=O)C3CCCN(C(=O)C4CC4)C3)c2)cc1)C1CC1 (centres undefined)	-1.0	-9	-4	-0.3	-8	4	4	-8	8
CC(=O)NCC(=O)N1CCC(n2nccc2NC(=O)CCCc2ccccc2)CC1	0.6	-5	-3	0.2	-10	-5	24	8	2
CCOCc1[nH]c(=S)[nH]c(=O)c1Cc1ccc(OCC)cc1	1.8	-4	2	0.2	2	33	4	8	-5
Nc1nc(SCc2c(Cl)cccc2Cl)n[nH]1	1.7	-9	-3	-0.4	-4	-1	-5	9	-2
Cc1cc(-c2nnc(CCC(=O)NC(C)c3ccc(F)cc3)o2)no1 (centres undefined)	0.1	-10	-4	0.0	-9	10	5	-24	-1
C=CCc1c(C)nc(SC)nc1Nc1ccc(C)cc1	2.0	10	-12	-0.7	-5	5	12	-1	-3
CC1(C(=O)NS(=O)(=O)c2cccc(C#N)c2)CCN1C(=O)c1ccco1 (centres undefined)	1.3	-9	7	0.0	5	13	-5	2	5
Cc1[nH]c2ccc(C(=O)NC3CCC(C)CC3)cc2c1C (centres undefined)	0.6	-4	-7	-0.6	-5	-20	-8	12	7
COc1ccc(NC(=O)CN2C(=O)C(C)Oc3ccc(C)cc32)cc1 (centres undefined)	-1.0	1	-2	-0.9	-2	-6	1	-2	1
CC(OC(=O)COc1ccc(C#N)cc1)C(=O)Nc1ccc(Cl)cn1 (centres undefined)	1.1	-2	-1	-0.3	-1	18	17	10	-2
Cc1ccc[n+](CC2OCc3ccccc3CO2)c1	-1.1	-10	-11	-0.9	-1	11	5	-2	3
CCOC(=O)c1cnc(SCC(=O)NCc2ccco2)nc1N	-0.7	-3	-2	-1.0	15	5	-15	4	7

Part of the list above in another layout.
COc1ccc(NC(=O)CN2C(=O)C(C)Oc3ccc(C)cc32)cc1 (centres undefined)
  MsrA inh = -1.0
  FAS TE block = 1
  bovine MsrA act = -2
  Tb MetRS inh = -0.9
  eLon inh = -2
  MLLE-PAM2 inh = -6
  SKN-1 inh = 1
  CendR NRP1 mod = -2
  MT1-MMP act inh = 1

CCOC(=O)c1cnc(SCC(=O)NCc2ccco2)nc1N
  MsrA inh = -0.7
  FAS TE block = -3
  bovine MsrA act = -2
  Tb MetRS inh = -1.0
  eLon inh = 15
  MLLE-PAM2 inh = 5
  SKN-1 inh = -15
  CendR NRP1 mod = 4
  MT1-MMP act inh = 7

Cc1cc(-c2nnc(CCC(=O)NC(C)c3ccc(F)cc3)o2)no1 (centres undefined)
  MsrA inh = 0.1
  FAS TE block = -10
  bovine MsrA act = -4
  Tb MetRS inh = 0.0
  eLon inh = -9
  MLLE-PAM2 inh = 10
  SKN-1 inh = 5
  CendR NRP1 mod = -24
  MT1-MMP act inh = -1

The listing continues.
Structure	MsrA inh	FAS TE block	bovine MsrA act	Tb MetRS inh	eLon inh	MLLE-PAM2 inh	SKN-1 inh	CendR NRP1 mod	MT1-MMP act inh
Cc1nc2ccccc2n1C1CC(=O)N(N(C)C)C1=O (centres undefined)	0.9	-9	-3	-1.4	-3	-12	2	0	7
CC(C)(C)c1ccc(S(=O)(=O)Nc2ccc(C(=O)N3CCCC3)cc2)cc1	0.1	4	-3	-0.3	8	4	-3	19	3
Cc1nn(C)c(C(=O)NNC(=S)NC2CCCCC2)c1Cl	0.5	-12	-2	0.5	-7	-36	11	-1	3
CCN(CC(=O)Nc1c(F)cccc1F)C(=O)CCN1C(=O)C2CCCCC2C1=O (centres undefined)	-0.2	-5	-4	-0.3	-3	-3	8	-5	0
COc1ccc(S(=O)(=O)N2CCCC2)c(Cl)c1Cl	1.1	0	-16	-1.0	-8	5	-7	3	4
Cc1ccc(NC(=O)COc2cccc(Oc3ccccc3)c2)cc1S(=O)(=O)N1CCOCC1	1.0	29	-3	-0.2	0	-2	13	14	1
COC(=O)C[N+](C)(C)C/C=C\c1ccccc1	-0.3	-5	1	-0.5	-4	3	-8	19	2
O=C(NCc1ccc2c(c1)OCO2)C1CCCN1S(=O)(=O)c1ccc(Cl)cc1 (centres undefined)	-0.2	-3	-2	0.7	-1	-5	-2	6	0

Three entries already listed, sorted by the value under eLon inh, descending.
| Molecule | MsrA inh | bovine MsrA act | Tb MetRS inh | eLon inh | MLLE-PAM2 inh | SKN-1 inh | CendR NRP1 mod | MT1-MMP act inh |
| --- | --- | --- | --- | --- | --- | --- | --- | --- |
| Cc1ccc(NC(=O)COc2cccc(Oc3ccccc3)c2)cc1S(=O)(=O)N1CCOCC1 | 1.0 | -3 | -0.2 | 0 | -2 | 13 | 14 | 1 |
| Cc1nn(C)c(C(=O)NNC(=S)NC2CCCCC2)c1Cl | 0.5 | -2 | 0.5 | -7 | -36 | 11 | -1 | 3 |
| COc1ccc(S(=O)(=O)N2CCCC2)c(Cl)c1Cl | 1.1 | -16 | -1.0 | -8 | 5 | -7 | 3 | 4 |

More entries follow:
Every second line gives: MsrA inh | FAS TE block | bovine MsrA act | Tb MetRS inh | eLon inh | MLLE-PAM2 inh | SKN-1 inh | CendR NRP1 mod | MT1-MMP act inh
O=C(Nc1ccc(S(=O)(=O)N2CCCCCC2)cc1)c1ccco1
→ -0.3 | 3 | -3 | -0.3 | -10 | 22 | 6 | 8 | 2
CN(Cc1nccn1C)C(=O)CC1C(=O)NCCN1Cc1ccc(F)cc1Cl (centres undefined)
→ -1.2 | -5 | -7 | -0.6 | 2 | 1 | 25 | 10 | 1
O=C(/C(=C/O)N=Nc1ccccc1)c1ccc(Cl)cc1
→ 3.0 | 19 | -1 | 0.1 | 6 | 17 | -4 | -5 | 2
Cc1c(Br)c([N+](=O)[O-])nn1CC(=O)Nc1ccc(Cc2ccncc2)cc1
→ 0.0 | 68* | -11 | -0.7 | 2 | 7 | 10 | 1 | 4
CCCCN(C=O)c1c(CC)nc2c(OCCOc3ccc(F)cc3)cccn12
→ -0.3 | 1 | -2 | -0.3 | -5 | 0 | 19 | -2 | -1
N#CCCNC(=O)CCN1CCOCC1
→ -1.2 | -4 | -4 | 0.5 | -6 | -4 | -14 | 19 | 4
CC(C)C[C@H](NC(=O)c1nc[nH]c1C(=O)N1CCN(c2ccccc2)CC1)C(=O)OC(C)(C)C
→ 1.6 | 5 | -1 | -0.4 | 15 | 3 | 15 | -15 | 9
C=CCNC(=O)COC(=O)c1cc(S(=O)(=O)N2CCOCC2)ccc1N1CCCCC1
→ 0.3 | -10 | -7 | -0.1 | -4 | 7 | -18 | 0 | -6
COC(=O)N/N=C(\C)c1ccco1
→ 0.3 | -3 | 0 | 0.3 | 0 | 1 | 8 | -8 | 2
FC(F)(F)c1cccc(N2CCN(C3CC4CCC3C4)CC2)c1 (centres undefined)
→ 0.4 | 8 | 0 | -0.3 | -7 | -2 | 26 | 9 | -3
O=S(=O)(NC1CCCCC1N1CCCCC1)c1ccc(Cl)cc1 (centres undefined)
→ -0.3 | -4 | 4 | -0.1 | -4 | -11 | 6 | -14 | -4
CCCCNC(=S)NNC(=O)c1ccc(Br)o1
→ 0.7 | -10 | -5 | -0.6 | 2 | -45 | -3 | -2 | 2
Cc1ccc2c(c1)=C(c1ccccc1)N(O)CC(=O)N=2
→ 0.7 | -5 | -8 | -1.1 | 1 | 0 | 2 | 15 | -3
CSc1ccc(Cl)c(C(=O)NCCOc2ccccc2)c1
→ -1.1 | 3 | 1 | 0.1 | 2 | -4 | 1 | -3 | 4
O=c1[nH]c2sc3c(c2c(=O)n1Cc1ccccc1)CCC3
→ -0.7 | -1 | -4 | -0.5 | 1 | 0 | -3 | -12 | -5
O=C(Nc1ccc(S(=O)(=O)N2CCCCC2)cc1)c1ccc(Cl)nc1
→ 0.6 | 2 | -5 | 0.1 | -8 | -7 | 0 | -8 | -11
Cc1ccccc1-c1cc(C(=O)N/N=C/c2cccnc2)c2ccccc2n1
→ 1.3 | -2 | -1 | 2.6 | 2 | -3 | 15 | 5 | -5
Cc1cc2oc(=O)cc(CN3CCN(Cc4ccc5c(c4)OCO5)CC3)c2cc1C
→ -1.0 | 17 | -7 | -0.1 | -5 | 7 | 11 | -13 | 7
Cc1ccc2nc(C)cc(C(=O)N/N=C/c3ccncc3)c2c1
→ -0.6 | -5 | -2 | -0.2 | 1 | -2 | 6 | 12 | 2
C/C(=N\NC(=O)c1csc(C)c1C)c1ccc(Cl)s1
→ 0.1 | -3 | -3 | -0.4 | 1 | 0 | -3 | -3 | 3
Cc1nn(CC2CC2)c(=O)n1-c1ccc(C(C)C)cc1
→ 0.6 | -1 | 0 | -0.2 | -9 | 14 | 4 | 16 | -6
CCOC(=O)c1sc(-c2ccccc2)cc1NC(=O)Nc1ccccc1
→ 3.6 | 38 | -2 | 0.4 | 14 | 1 | 7 | 8 | -5
Cc1ccc(NC(=O)c2ccc(=O)[nH]n2)cc1S(=O)(=O)Nc1ccc(SC(F)F)cc1
→ 0.8 | 6 | 0 | 0.0 | -5 | 8 | -2 | -10 | -5
C/C(=N\NS(=O)(=O)c1ccc(C(C)(C)C)cc1)c1ccccc1
→ 0.6 | 12 | -6 | -1.5 | 1 | 3 | 2 | -5 | 0
COc1cccc(CN2CCN(c3nc4nonc4nc3N3CCCCC3)CC2=O)c1
→ 2.7 | 24 | -2 | -0.9 | 0 | 4 | 11 | -7 | -1
CCNC(=O)CCSc1nc2cc(Cl)ccc2o1
→ 0.0 | -8 | 0 | -0.3 | -11 | 5 | 1 | 8 | 3
COc1ccccc1Oc1nc2ccccn2c(=O)c1/C=C(\C#N)C(=O)Nc1c(C)n(C)n(-c2ccccc2)c1=O
→ 1.9 | -5 | -4 | -0.4 | 11 | -1 | -2 | -10 | -3
Cc1cc(NC(=O)CSc2nc3ccccc3c(=O)n2-c2ccccc2)no1
→ 1.1 | -5 | -1 | -0.6 | 3 | -19 | -11 | 7 | 3
CCOC(=O)c1cc(C#N)c(N2CCN(C(=O)c3ccccc3)CC2)nc1C(F)(F)F
→ -1.2 | -37 | 0 | -0.2 | -8 | -7 | 2 | -8 | 3
CCCCCOc1ccc(/C=C/c2c([N+](=O)[O-])c(=O)n(C)c(=O)n2C)cc1
→ 0.6 | 38 | -2 | 0.9 | -6 | 7 | 13 | -3 | -2
